Avidin fluor = avidin bead compound fluorescence profile; Avidin beads, compound fluorescence 488/530 nm, flow cytometry; stronger effect = higher value; fluorescence (KMESF) at 10 µM; actives 0.38% (n = 220,000); AID 1775; in the data active = fluorescence above about 47; note: inactives centre near 10
Rac1 wt modul = alters GTP binding to wildtype human Rac1; AID 757; GST-Rac1 beads, fluorescent GTP binding, flow cytometry; actives lie on both sides; 0 = cold GTP competed, 100 = untreated; actives 0.27% (n = 190,000); P63000; GTP binding activity (% of control), % at 10 µM;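 active = GTP binding activity at least 20 points away from the 100% control level, either lower or higher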
Rac1 mut GTP = alters GTP binding to activated mutant human Rac1. P63000. GST-Rac1 activated beads, fluorescent GTP binding, flow cytometry; actives lie on both sides; 100% means binding = to untreated wells. percent activity (GTP binding), % at 10 µM. actives 0.11% (n = 190,000). AID 764;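 active = GTP binding at least 20 percentage points away from the 100% baseline, in either direction, so actives lie on both sides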
Cdc42 wt = human Cdc42 wildtype GTP binding change, either direction. P60953. GST-Cdc42 beads, Bodipy-GTP binding, flow cytometry; actives lie on both sides. percent activity (GTP binding), % at 10 µM. actives 0.2% (n = 190,000). AID 761;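 active = percent activity GTP binding at least 20 points away from the 100% baseline, either down as inhibitor or up as activator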;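 note: median bead fluorescence of bound Bodipy-FL-GTP at 100 nM; 0% = excess unlabeled GTP control and 100% = no compound control; below 100% means less GTP binding so inhibitor and above means activator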
Rab2A wt mod = changes GTP binding to wildtype dog Rab2A, up or down; P61105; GST-Rab2 wt beads, Bodipy-GTP binding, flow cytometry; GTP binding activity, % at 10 µM; actives 0.19% (n = 190,000);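 active = GTP binding activity at least 20 points away from 100%, either lowered or raised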;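 note: 0% = beads with excess unlabeled GTP and 100% = no-compound control corrected for plate trend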
GSH fluor = GSH bead compound fluorescence profile. actives 0.25% (n = 190,000). fluorescence (KMESF) at 10 µM. GSH beads flow cytometry, compound fluorescence 488/530 nm; stronger effect = higher value; in the data active = fluorescence above about 89;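 note: glutathione beads carrying GST-tagged Bcl family fusion proteins plus one bare bead set; values are compound well signal with DMSO vehicle wells as background; inactives centre near 16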
ABCG2 block = blocks JC-1 efflux by human ABCG2 transporter. inhibition, % at 6.6 µM. AID 1325. IgMXP3 cells, flow cytometry. actives 0.1% (n = 190,000). Q9UNQ0;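 active = inhibition above 80%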;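 note: 0% = DMSO and 100% = nicardipine control wells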
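Test system: IgMXP3 (ABCG2) plus far-red-tagged CCRF-Adr (ABCB1) cells / Amount: 3 million cells/mL in well / Reagent: JC-1 transporter substrate / Timing: 10 min compound exposure, 25 °C / Signal: flow cytometry, 530 nm JC-1 signal / Read-out: percent efflux inhibition, scaled nicardipine 100% to DMSO 0% / Benchmarks: nicardipine as high control, DMSO as low control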
HRas wt GTP = modulators of GTP binding to human HRas wildtype; actives 0.14% (n = 190,000); P01112; GST-Ras wt beads, Bodipy-FL-GTP binding, flow cytometry; actives lie on both sides; GTP binding activity, % at 10 µM; AID 759;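 active = GTP binding activity at least 20% away from the 100% baseline, either lowered as inhibitor or raised as activator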;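 note: 0% = unlabeled GTP competition control and 100% = no-compound control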
ABCB1 block = inhibitors of human ABCB1 transporter, ABCG2 counter-screen; inhibition, % at 6.6 µM; actives 0.067% (n = 190,000); P08183; CCRF-Adr cells, JC-1 efflux, flow cytometry; in the data active = inhibition above about 40%;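 note: 0% = vehicle and 100% = reference inhibitor; higher value means more JC-1 retained so stronger ABCB1 efflux block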
Rab7 wt GTP bind = dog Rab7 wildtype GTP binding, inhibitors and activators. GST-Rab7 beads, fluorescent GTP binding, flow cytometry; actives lie on both sides; untreated = 100%, excess cold GTP = 0%. GTP binding activity (percent of control), % at 10 µM. actives 0.055% (n = 190,000). AID 758;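 active = fluorescent GTP binding to Rab7 beads changed by at least 20 points from the 100% baseline, either direction, mostly lower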;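 note: median green fluorescence of bound Bodipy-FL-GTP per Rab7 bead population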
Pf gametocyte = inhibitors of late stage P. falciparum gametocyte viability. P. falciparum stage V gametocytes, ATP luminescence, 24 h. actives 0.065% (n = 150,000). AID 743093. inhibition, % at 10.9 µM;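 active = inhibition above the mean plus 3 SD of compounds within the control limits, set per campaign, cut at about 38% in these data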;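 note: 0% = DMSO wells and 100% = medium only without gametocytes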
An asterisk follows results filed as active; . = not tested or not shown.

cpd	mol	Pf gametocyte	Rac1 mut GTP	Rac1 wt modul	ABCG2 block	Rab7 wt GTP bind	HRas wt GTP	GSH fluor	ABCB1 block	Rab2A wt mod	Cdc42 wt	Avidin fluor
1	CCOC(=O)c1c(NC(=O)COC)sc(C)c1C	.	98	102	8	99	98	126*	0.5	99	98	6
2	COc1cc(/C=N/NC(=O)c2ccoc2C)ccc1O	-20	99	104	40	98	98	10	0.3	98	108	21
3	COc1ccc(OC)c(C2=NOC(C(=O)NCc3ccccn3)C2)c1 (stereo not drawn)	.	96	101	1	101	102	61	0.4	100	102	7
4	O=C(CSc1nnc2ccccn12)NCc1cccs1	.	104	105	0	107	105	7	0.0	103	105	7
5	CS(=O)(=O)N(CC(O)CON=C1c2ccccc2-c2ccccc21)c1ccc(F)cc1 (stereo not drawn)	.	93	95	2	95	97	40	1.0	94	96	11
6	C=CCn1c(SCc2cccc3ccccc23)nnc1-c1cccnc1	.	100	104	4	103	102	16	1.1	101	103	39
7	CC12CN3CC(C)(CN(C1)C3c1ccc(Cl)cc1Cl)C2=O (stereo not drawn)	.	100	102	1	102	102	21	0.5	102	104	9
8	Cc1ccc(S(=O)(=O)N2CCOCC2)cc1NC(=O)COC(=O)c1ccc2c(c1)OCO2	9	100	98	4	100	98	26	1.4	99	101	9
9	CCOC(=O)c1c(C)[nH]c(C(=O)COC(=O)/C=C/c2ccc(OCC#N)c(OC)c2)c1C	-9	96	98	6	105	100	17	2.4	99	99	12
10	CCOc1ccc(N=C(NC#N)SC)cc1	14	96	100	4	97	99	10	0.3	98	100	34
11	CC(=O)Nc1ccc(S(=O)(=O)Nc2nccc(/C=C/c3ccccc3F)n2)cc1	9	95	99	1	104	99	9	0.4	99	99	10
12	O=C(COC(=O)C1(c2ccccc2F)CCCC1)NCc1cccs1	13	96	101	1	96	98	70	-0.3	100	100	10
13	CC1CC1C(=O)OCC(=O)Nc1ccccc1Oc1ccccc1 (stereo not drawn)	10	95	100	4	100	97	13	0.7	97	95	18
14	CCOc1ccc(N2C(=O)CC(N)C2=O)cc1 (stereo not drawn)	6	99	104	1	101	101	24	0.5	101	105	29
15	Cc1cc(C)cc(N(C(=O)c2ccccn2)C(C(=O)NC2CCCCC2)c2cccs2)c1 (stereo not drawn)	.	105	107	0	104	106	20	0.3	105	108	36

Next part.
cpd	mol	Pf gametocyte	Rac1 mut GTP	Rac1 wt modul	ABCG2 block	Rab7 wt GTP bind	HRas wt GTP	GSH fluor	ABCB1 block	Rab2A wt mod	Cdc42 wt	Avidin fluor
16	COC(=O)[C@@H](NC(=O)NC(C)CCc1ccccc1)C(C)C (stereo partly drawn)	.	90	93	-3	93	96	35	-2.3	93	96	5
17	CCN(CC(=O)N1CCN(C)CC1)S(=O)(=O)c1ccc(Cl)cc1	15	101	106	1	99	100	34	0.7	103	104	14
18	CC(C)(C)c1ccc(NC(=O)CSc2nnc(-c3n[nH]c4ccccc34)o2)cc1	0	95	94	6	98	94	15	0.2	93	92	3
19	CC(=O)NNC(=S)NC(=O)C(c1ccccc1)c1ccccc1	4	94	96	-1	96	97	14	-0.3	94	95	6
20	Cc1ccc(N2NC(=O)/C(=C/c3ccc(-c4ccc(Cl)c(C(=O)O)c4)o3)C2=O)cc1	-11	91	93	-2	102	94	10	-1.1	93	92	25
21	Cc1ccc(-c2cc(C(F)F)n3ncc(C(=O)N4CCCCC4c4cccnc4)c3n2)cc1 (stereo not drawn)	-7	95	95	10	99	92	17	14	91	96	9
22	C[C@@H]1NC(=O)[C@H](CC(N)=O)NC(=O)c2cc([N+](=O)[O-])cc(I)c2OCC[C@@H](C(=O)NC(CC(=O)O)C(N)=O)NC1=O (stereo partly drawn)	-23	97	99	3	91	95	18	0.5	97	98	11
23	COc1cccc(C(=O)NC2CC3CCCC(C2)N3CC(=O)Nc2ccccc2)c1 (stereo not drawn)	.	94	98	4	98	99	18	2.7	96	97	35
24	Cc1nc2ccc(NC(=O)c3ccco3)cc2nc1C	29	95	96	1	94	93	13	0.1	93	92	8
25	N#CC1=C(N)Oc2c(O)cc3ccccc3c2C1c1ccsc1 (stereo not drawn)	-46	96	92	15	92	93	8	0.4	87	94	10
26	COc1ccc2c(c1)NC(C)(C)C=C2C	-17	94	95	2	94	95	12	0.8	95	95	15
27	CCCN=C(N)/C(C(=O)OCC)=C(\O)c1ccc(OC)cc1	0	97	93	1	93	95	36	0.4	95	96	11
28	CC(C)CNC(=S)N1CCN(c2nc3ccccc3s2)CC1	-4	94	98	2	95	95	8	0.3	94	99	10
29	CCN(CC)S(=O)(=O)c1ccc(OC)c(NC(=S)Nc2cccc(C)c2)c1	.	101	103	-13	97	101	6	-0.3	100	104	12
30	O=c1c2[nH]c3ccccc3c2ncn1CCN1CCOCC1	23	100	98	4	96	98	7	0.4	98	98	18

Next results follow.
cpd	mol	Pf gametocyte	Rac1 mut GTP	Rac1 wt modul	ABCG2 block	Rab7 wt GTP bind	HRas wt GTP	GSH fluor	ABCB1 block	Rab2A wt mod	Cdc42 wt	Avidin fluor
31	CCn1ccc(C(=O)Nc2ccccc2Cl)n1	.	97	91	5	94	96	12	0.2	95	97	14
32	O=C(O)C1CC(=O)N(c2ccc(OCc3ccccc3Cl)cc2)C1 (stereo not drawn)	-7	95	101	0	101	98	22	0.2	99	96	31
33	CCc1cccc(NC(=O)CN2C(=O)NC3(CCCCCCC3)C2=O)c1	.	99	103	-3	96	99	33	-1.7	98	99	7
34	Cc1cccn2c(=O)c3cc(C(=O)NCc4ccco4)c(=N)n(CCOCCO)c3nc12	.	100	99	0	96	102	14	0.4	97	99	20
35	CCCc1[nH]nc2c1C(c1ccc(OCCN3CCOCC3)c(OCC)c1)C(C#N)=C(N)O2 (stereo not drawn)	.	98	101	2	100	104	17	0.3	105	103	12
36	COc1ccc(CCC(C)Nc2ccc(F)cc2)cc1 (stereo not drawn)	.	97	106	2	94	102	10	-0.1	96	103	20
37	CN(C)c1ccc(C(=O)/C=C/c2ccc(Br)cc2)cc1	-16	99	100	-10	95	99	0	-0.6	97	99	10
38	Fc1ccc(-c2nnc(CSc3nnc(-c4ccc5c(c4)OCO5)o3)o2)cc1	-8	99	106	2	97	98	17	0.6	97	101	7
39	CCn1c(COc2ccccc2)nnc1SCC(=O)C(C)(C)C	-11	93	99	5	97	98	37	0.8	97	99	16
40	COc1cc(NC(=O)C(=O)NNC(=O)C2CCCCC2)c(OC)cc1Cl	13	99	104	15	101	100	4	0.6	96	102	16
41	COc1ccccc1OCC(=O)NN1Cc2ccccc2C1=N	.	102	100	2	97	102	66	0.8	103	103	7
42	O=C(CN1C2=NCCN2c2ccccc21)c1ccc2c(c1)OCO2	.	99	101	0	101	101	24	0.1	99	100	4
43	O=C(c1cc2nc(-c3ccc(F)cc3)cc(C(F)(F)F)n2n1)N1CCCC1	.	101	101	4	97	100	15	0.8	98	100	30
44	Cc1ccc(NC(=O)COC(=O)C(CC(C)C)N2C(=O)C3CC=CCC3C2=O)c(C)c1 (stereo not drawn)	12	99	102	9	97	100	19	1.8	98	101	11

Grouped by structure: the entries above with fluorine.
cpd	mol	Pf gametocyte	Rac1 mut GTP	Rac1 wt modul	ABCG2 block	Rab7 wt GTP bind	HRas wt GTP	GSH fluor	ABCB1 block	Rab2A wt mod	Cdc42 wt	Avidin fluor
5	CS(=O)(=O)N(CC(O)CON=C1c2ccccc2-c2ccccc21)c1ccc(F)cc1 (stereo not drawn)	.	93	95	2	95	97	40	1.0	94	96	11
11	CC(=O)Nc1ccc(S(=O)(=O)Nc2nccc(/C=C/c3ccccc3F)n2)cc1	9	95	99	1	104	99	9	0.4	99	99	10
12	O=C(COC(=O)C1(c2ccccc2F)CCCC1)NCc1cccs1	13	96	101	1	96	98	70	-0.3	100	100	10
21	Cc1ccc(-c2cc(C(F)F)n3ncc(C(=O)N4CCCCC4c4cccnc4)c3n2)cc1 (stereo not drawn)	-7	95	95	10	99	92	17	14	91	96	9
36	COc1ccc(CCC(C)Nc2ccc(F)cc2)cc1 (stereo not drawn)	.	97	106	2	94	102	10	-0.1	96	103	20
38	Fc1ccc(-c2nnc(CSc3nnc(-c4ccc5c(c4)OCO5)o3)o2)cc1	-8	99	106	2	97	98	17	0.6	97	101	7
43	O=C(c1cc2nc(-c3ccc(F)cc3)cc(C(F)(F)F)n2n1)N1CCCC1	.	101	101	4	97	100	15	0.8	98	100	30

Source: PubChem BioAssay
